LMP1 NFkB inh = EBV LMP1-driven NF-kappaB luciferase reporter inhibitors, primary screen, cell-based, luminescence, single point; AID 504558, 2011; 350,000 tested, 0.69% active; inhibition, % at 12.5 µM; LMP1-induced NF-kappaB luciferase reporter cells; in the data active = inhibition above about 41%;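 also: 0% = neutral control wells and 100% = reference inhibitor control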
TLR9-MyD88 inh = inhibitors of TLR9-MyD88 association in cells, primary screen, cell-based, CHO, BLA complementation, fluorescence; AID 504734, 2011; CCF4 FRET ratio; inhibition, % at 4.98 µM; 340,000 tested, 0.21% active;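 active = inhibition above the mean over all tested compounds plus 3 SD, cut at about 21% in these data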;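 also: 0% = DMSO only wells and 100% = clavulanate BLA inhibitor control wells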
SRC1 inh = SRC1 coactivator transcriptional activity inhibitors, primary screen, cell-based, luminescence; Nuclear receptor coactivator 1 (Homo sapiens), Q15788; HEK293 GAL4-SRC1 luciferase reporter; inhibition, % at 3.6 µM; 360,000 tested, 0.12% active;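 active = inhibition above the campaign mean plus 3 SD, with each screening campaign given its own cutoff, cut at about 60% in these data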;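 also: 0% = DMSO treated cells and 100% = gossypol at 36 µM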
NOD2-RIPK2 inh = NOD2-RIPK2 binding disruptors in cells, primary screen, fluorescence, CHO cells, BLA complementation | Receptor-interacting serine/threonine-protein kinase 2 (Homo sapiens), O43353 | CCF4 ratio | inhibition, % at 4.98 µM | 360,000 tested, 0.38% active; in the data active = inhibition above about 21%;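 also: 0% = vehicle only and 100% = reference blocker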
TRAIL sens C8 = viability loss with TRAIL in NB7+C8 cells, primary screen, TRAIL sensitizer project, cell-based, ATPlite luminescence. 360,000 tested, 1% active. inhibition (viability loss, TRAIL sensitization), % at 10 µM;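 active = compounds causing at least 50% loss of cell viability in the single-dose screen, relative to plate controls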
TWEAK-Fn14 inh = inhibitors of TWEAK-Fn14 signaling, primary screen, luciferase reporter cells, uHTS. TWEAK-stimulated Fn14 reporter cells, luciferase luminescence, 8 h. AID 1159606, 2016. inhibition, % at 10 µM. 360,000 tested, 2% active; in the data active = inhibition above about 50%
NCOA2 inhibitor = inhibition of GAL4-SRC2 driven luciferase reporter, primary screen, SRC2 inhibitor project, cell-based, luminescence | HEK293 GAL4-SRC2 luciferase reporter | inhibition, % at 9 µM | 370,000 tested, 0.17% active;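 active = inhibition above the mean inhibition of all tested compounds plus 3 SD, set per campaign, cut at about 52% in these data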;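 also: 0% = DMSO treated cells and 100% = cells given Gossypol at 36 µM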
TROY NFkB inh = inhibitors of TROY-driven NF-kB signaling, primary screen, Q293 LMP1-TROYcd cells, NF-kB luciferase, uHTS | AID 1347056, 2019 | Q293 LMP1-TROYcd NF-kB luciferase reporter, 4 h | 360,000 tested, 0.98% active | inhibition, % at 10 µM;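 active = compounds whose plate-normalised and pattern-corrected inhibition of the luciferase reporter signal at the single screening dose is 50% or more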
NR5A2 inv ag = LRH-1 (NR5A2) inverse agonists, primary screen, cell-based, luminescence, HEK293T, StAR-luciferase reporter; inhibition, % at 3.6 µM; LRH-1 transfected, 24 h; 360,000 tested, 0.13% active;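 active = inhibition above the mean inhibition of all tested compounds plus 3 SD, cut at about 73% in these data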;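 also: 0% = DMSO wells and 100% = reporter-only cells lacking LRH-1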
Target sequence (O00482 whole entry, looked up): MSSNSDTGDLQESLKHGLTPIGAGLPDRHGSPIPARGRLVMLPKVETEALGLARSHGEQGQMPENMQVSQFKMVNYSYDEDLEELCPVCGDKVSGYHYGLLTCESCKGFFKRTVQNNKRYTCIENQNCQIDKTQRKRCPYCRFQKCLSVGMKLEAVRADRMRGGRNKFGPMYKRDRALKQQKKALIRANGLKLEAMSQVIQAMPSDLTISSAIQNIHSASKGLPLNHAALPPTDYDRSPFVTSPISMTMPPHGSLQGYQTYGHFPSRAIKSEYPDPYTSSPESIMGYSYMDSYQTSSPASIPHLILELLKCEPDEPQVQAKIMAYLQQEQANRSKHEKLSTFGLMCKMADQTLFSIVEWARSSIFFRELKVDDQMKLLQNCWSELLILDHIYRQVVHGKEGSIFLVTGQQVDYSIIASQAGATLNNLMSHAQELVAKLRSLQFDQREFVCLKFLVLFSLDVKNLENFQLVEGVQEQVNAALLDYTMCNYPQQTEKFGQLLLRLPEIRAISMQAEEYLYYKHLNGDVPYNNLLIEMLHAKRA
NR2F2 inh = NR2F2 transcriptional activity inhibitors, primary screen, cell-based, luciferase reporter, HEK293T, luminescence | HEK293T NGFI-A luciferase reporter | inhibition, % at 8.6 µM | 370,000 tested, 0.7% active | AID 686940, 2013;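 active = inhibition above a per-plate cutoff, mean inhibition of test wells between control levels plus 3 SD, cut at about 38% in these data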;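 also: cells cotransfected with COUP-TFII expression vector driving the NGFI-A reporter; 0% = median of COUP-TF2 test wells and 100% = reporter-only cells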
Target sequence (P24468 whole entry, looked up): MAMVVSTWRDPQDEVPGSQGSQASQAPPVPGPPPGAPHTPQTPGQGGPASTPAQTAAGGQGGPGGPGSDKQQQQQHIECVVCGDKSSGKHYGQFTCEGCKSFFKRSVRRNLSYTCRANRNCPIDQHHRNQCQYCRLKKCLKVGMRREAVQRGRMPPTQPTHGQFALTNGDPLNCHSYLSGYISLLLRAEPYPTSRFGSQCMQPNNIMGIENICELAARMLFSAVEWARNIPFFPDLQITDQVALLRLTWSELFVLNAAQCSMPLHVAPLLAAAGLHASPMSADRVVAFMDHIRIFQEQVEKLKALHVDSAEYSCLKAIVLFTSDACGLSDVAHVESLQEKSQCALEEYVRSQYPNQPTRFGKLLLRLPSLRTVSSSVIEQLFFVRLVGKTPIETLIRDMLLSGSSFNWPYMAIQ
NCOA3 inh = SRC3 coactivator transcriptional activity inhibitors, primary screen, cell-based, luminescence | 360,000 tested, 0.17% active | HEK293 GAL4-SRC3 luciferase reporter | inhibition, % at 3.6 µM | Nuclear receptor coactivator 3 (Homo sapiens), Q9Y6Q9 | AID 588352, 2011;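 active = inhibition above a per-campaign cutoff, the mean of all compounds plus 3 SD, cut at about 60% in these data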;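 also: 0% = DMSO-treated cells and 100% = gossypol-treated cells at 36 µM; higher means less SRC3-driven luciferase light from the GAL4 reporter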
* hit, by the source's call; . = not tested or not shown. These rows are one share of the data; rates above refer to the full screens.

structure	TLR9-MyD88 inh	TWEAK-Fn14 inh	LMP1 NFkB inh	NOD2-RIPK2 inh	SRC1 inh	TROY NFkB inh	NCOA2 inhibitor	TRAIL sens C8	NR5A2 inv ag	NCOA3 inh	NR2F2 inh
Cc1ccccc1-c1cc(C(=O)NCc2ccco2)nn1CC1CC(c2cccc([N+](=O)[O-])c2)=NO1 (configuration not stated)	-8	1	-9	-6	-5	11	13	5	-4	-4	-4
O=C(COc1ccc(Cl)cc1)NNC(=O)C(=O)NC1CCCCC1	6	-14	-2	-9	7	20	-15	22	21	7	5
O=C(NCc1ccccc1Cl)C(=O)NCC(c1ccco1)N1CCOCC1 (configuration not stated)	-7	-1	-6	-3	-24	-12	4	-10	9	20	11
COC(=O)c1cc(=O)n(CCc2ccc(OC)cc2)c(=Nc2ccc(F)c(Cl)c2)s1	-5	-1	-13	0	7	-13	5	38	13	-2	-5
CC(C)C(c1nnnn1Cc1ccc(F)cc1)N1CCC(C(N)=O)CC1 (configuration not stated)	-7	1	3	-2	4	0	-30	0	-9	2	-2
CCOc1ccccc1N1CC(C(=O)Nc2ccc(C(=O)O)cc2)CC1=O (configuration not stated)	-1	-14	-4	7	-16	-14	-8	-6	4	-2	-11
COC(=O)c1cc(S(=O)(=O)NCC2CCN(Cc3ccc(Cl)cc3)CC2)cn1C	0	4	.	6	-6	-6	12	5	-1	-6	14
CCCC(=O)Oc1ccc(-c2nccc(C(OC)OC)n2)cc1	-1	-20	-10	-1	-13	-8	3	-5	-17	-22	-5
CCOc1ccc(CCNS(=O)(=O)c2ccc(-c3ccc(=O)[nH]n3)o2)cc1OCC	1	-4	-1	-1	5	6	-4	-13	7	-18	9
CCn1c(CNC(C)=O)nnc1SCC(=O)c1ccc(Br)cc1	-71	1	5	8	14	-13	0	9	15	10	-10
CC(C)N(Cc1nc(-c2ccccc2)no1)C(=O)c1ccc(Cl)cc1	-7	-1	6	-7	-2	12	7	0	9	9	13
CCOC(=O)C(C)Oc1ccc2c(-c3cccc([N+](=O)[O-])c3)cc(=O)oc2c1 (configuration not stated)	11	-18	0	-17	3	2	7	13	20	12	13
COC(=O)N/N=C(\C)c1ccc(-n2ccnc2)cc1	-3	-18	3	-1	-34	-26	14	-7	3	-4	13
CCOC(=O)c1sc(-c2cccc([N+](=O)[O-])c2)cc1N	1	1	-17	-5	-30	-24	-28	-1	-5	-20	-24
FC(F)(F)C1=NNC(c2ccc3ccccc3c2)=NN1	3	-14	-8	6	-13	-18	1	3	17	-25	-4
O=C(COC(=O)c1ccc(O)cc1O)NC1CC1	-1	-4	0	-3	-17	-20	-36	2	-36	-6	2
O=C1NC2(CCCCC2)C(=O)N1CC(=O)N1CCc2ccccc21	-6	-30	1	-11	4	-10	7	-11	-21	3	-10
O=C(O)c1ccc2c(c1)C(=O)N(c1ccc(Nc3ccccc3)cc1)C2=O	-14	10	2	5	-11	5	-18	-13	-16	-4	-8
COc1ccc(C)cc1NC(=O)CNCc1cccs1	-5	-23	-15	-2	7	-4	-9	-10	-2	8	18
CCc1ccc(CN(Cc2cccnc2)C(=O)/C=C/c2ccc(OC)cc2)cc1	-4	-32	1	-6	-21	3	33	7	4	-18	1
Cc1ccc(CNC(=O)COC(=O)c2ccc(S(=O)(=O)N3CCCC3)cc2)cc1	12	18	-1	2	4	20	5	-5	-9	9	-1
CCOC(=O)C(C)Oc1cccc2c(=O)n(CC(=O)NCc3ccccc3)ccc12 (configuration not stated)	-8	-17	13	13	-3	7	22	45	16	24	-69
OCCC1CN(Cc2ccc(Oc3ncccn3)cc2)CCN1CCc1ccccc1 (configuration not stated)	-11	76*	7	-4	-16	-36	-36	-12	-18	1	-12
Cc1ccccc1CSCC(=O)N/N=C/c1cccs1	-2	20	-1	7	-21	-51	-1	18	10	9	9
Cc1noc(/C=C/N(C)C)c1S(=O)(=O)N1CCC(C(=O)Nc2ccc(Cl)cc2)CC1	3	2	-8	-14	-14	-7	-20	-7	-1	3	-4
CCOc1ccc(C(=O)N[C@H](C(=O)Nc2cccc(S(=O)(=O)N3CCOCC3)c2)C(C)C)cc1	-4	7	6	-8	6	-1	1	14	-2	12	-14
CCN1C(=O)CSC1=Nc1ccccc1Cl	1	24	2	-11	-17	-4	-9	-8	1	12	-2
CNC(=O)C[C@H]1C(=O)N(CCc2ccccc2)C[C@@H]1Cc1ccccc1	-5	-3	-12	-10	-39	-16	-7	-6	-44	-30	-21
COc1cc2cc(CN(CCc3ccccc3C)C(=S)NCCCN3CCOCC3)c(=O)[nH]c2cc1OC	-3	-8	-4	-8	4	-21	11	-4	4	2	24
O=C(NC1CCCCC1)C1CC=CCC1C(=O)OCC(Cl)=C(Cl)Cl (configuration not stated)	10	-2	-5	4	-9	7	-14	-10	12	-16	18
CCCN1C(=O)c2cc(C(=O)O)ccc2C1O (configuration not stated)	3	11	-1	5	6	-1	-16	-10	30	10	0
O=C(Nc1cccc(C(F)(F)F)c1)/C(=C/c1ccco1)NC(=O)c1cccs1	9	-7	13	-15	5	35	-13	0	6	8	1
CCN1C[C@@H]2[C@@H]3C(=O)N(Cc4ccccc4)C(=O)[C@@H]3[C@](CC)(C1=O)N2C(=O)c1ccc(Br)cc1	-2	11	4	-2	-15	-19	-9	2	11	0	-11
CC1(C)CC(=O)C=C(Nc2ccccc2NC(=O)c2cnccn2)C1	0	-6	6	1	-18	-15	-3	2	10	12	-7
CC(=Nc1ccc2c(c1)nc(CO)n2C)C1=C(O)CC(C)(C)CC1=O	-7	13	-4	-19	13	46	7	14	0	-1	2
CC(=O)N1c2ccc(S(=O)(=O)NCCC(=O)NCCc3ccc(Cl)cc3)cc2CC1C (configuration not stated)	7	5	2	-5	-11	16	18	-31	1	-9	-11
Cc1cc2c(SCc3ccccc3Cl)nc(N)nc2nc1C	-6	9	0	3	-25	-29	8	7	4	-2	12
COc1ccc(S(=O)(=O)N2CCCCCC2)cc1NC(=O)Cc1ccccc1	5	0	1	8	5	4	6	-16	-11	10	23
COc1ccccc1CN1CC(C(=O)NCCC2=CCCCC2)CCC1=O (configuration not stated)	1	-5	-6	2	3	-24	-9	-31	1	16	1
O=C(NC1CCCCC1)C(c1cccnc1)N(C(=O)c1csnn1)c1ccccc1F (configuration not stated)	-5	12	1	0	-6	3	1	-10	-3	2	9
COc1cccc(C(=O)c2c[nH]c(C(=O)NCc3cccnc3)c2)c1	-4	-16	-9	-7	-1	9	11	2	37	7	-9
Cc1cccc(NC(=O)C(C)n2cc([N+](=O)[O-])cn2)n1 (configuration not stated)	1	1	-8	-7	14	3	6	1	-20	14	-13
Cc1ccc(Cl)cc1-n1c(SCC(=O)NCCC2=CCCCC2)nc2n[nH]c(C)c2c1=N	-6	1	24	-6	-1	-4	3	0	-17	3	1
CC(C)C1Cc2[nH]c(=S)[nH]c(=O)c2C(c2ccc(Cl)cc2)O1 (configuration not stated)	.	14	.	-8	10	6	-1	-3	10	9	8
CSc1cccc(NC(=S)N2CCC(N(C)C3CCCCC3C)CC2)c1 (configuration not stated)	-8	-7	11	-27	-27	-1	-7	6	-5	9	-11
O=C(CN1C(=O)C(=O)N(CCC2=CCCCC2)C1=O)c1c[nH]c2ccccc12	-9	11	-9	4	2	4	-17	-18	-10	7	-7
Cc1ccc(S(=O)(=O)N(C)c2c(C)ccc(S(=O)(=O)N3CCN(C=O)CC3)c2C)cc1	-3	1	8	-7	-8	-7	-8	3	11	-8	5
O=C(OCc1c(-c2ccccc2)ncc2ccccc12)c1ccc(Br)cc1	-4	-31	-8	0	0	-26	-1	7	-2	0	-4

Ordered by heavy-atom count (lowest first): 3 of the compounds above.
structure	TLR9-MyD88 inh	TWEAK-Fn14 inh	LMP1 NFkB inh	NOD2-RIPK2 inh	SRC1 inh	TROY NFkB inh	NCOA2 inhibitor	TRAIL sens C8	NR5A2 inv ag	NCOA3 inh	NR2F2 inh
O=C(CN1C(=O)C(=O)N(CCC2=CCCCC2)C1=O)c1c[nH]c2ccccc12	-9	11	-9	4	2	4	-17	-18	-10	7	-7
Cc1ccc(S(=O)(=O)N(C)c2c(C)ccc(S(=O)(=O)N3CCN(C=O)CC3)c2C)cc1	-3	1	8	-7	-8	-7	-8	3	11	-8	5
Cc1ccc(Cl)cc1-n1c(SCC(=O)NCCC2=CCCCC2)nc2n[nH]c(C)c2c1=N	-6	1	24	-6	-1	-4	3	0	-17	3	1

Other results follow:
structure	TLR9-MyD88 inh	TWEAK-Fn14 inh	LMP1 NFkB inh	NOD2-RIPK2 inh	SRC1 inh	TROY NFkB inh	NCOA2 inhibitor	TRAIL sens C8	NR5A2 inv ag	NCOA3 inh	NR2F2 inh
O=C(c1ccc(Br)o1)N1CCN(c2ccc3nnc(-c4ccc(F)cc4)n3n2)CC1	-5	-19	-3	-7	-28	2	-27	-14	11	-47	12
CCCCc1cc(=O)oc2cc(C)cc(OCC(=O)N3C[C@H]4C[C@@H](C3)c3cccc(=O)n3C4)c12	6	11	-8	-3	-10	-22	-20	0	15	10	-2
CCN(CC(=O)NCc1ccc(Cl)cc1)CC(=O)Nc1ccc(C(N)=O)cc1	-2	-2	-5	-8	-2	6	6	1	-15	13	24
CCS(=O)(=O)N1Cc2ccccc2CC1C(=O)OCC(=O)N(C(C)C)C(C)C (configuration not stated)	3	4	-4	1	10	-6	15	-6	-1	-12	4
